GPT2 inh: inhibitors of human GPT2 alanine aminotransferase; Recombinant GPT2, coupled pyruvate oxidase/HRP Amplex Red fluorescence; Q8TD30; hit rate 0.25% among 100,000; Potency, µM (doses to about 57.7 µM), for inactives: at the highest dose activity change, negative = inhibition, most hits filed as inhibitors; further: potency means the concentration at half of the fitted maximal effect; nearly all actives have a fitted effect of over 60% in size; many of its hits are not listed in these tables
Target sequence (Q8TD30 whole entry, looked up): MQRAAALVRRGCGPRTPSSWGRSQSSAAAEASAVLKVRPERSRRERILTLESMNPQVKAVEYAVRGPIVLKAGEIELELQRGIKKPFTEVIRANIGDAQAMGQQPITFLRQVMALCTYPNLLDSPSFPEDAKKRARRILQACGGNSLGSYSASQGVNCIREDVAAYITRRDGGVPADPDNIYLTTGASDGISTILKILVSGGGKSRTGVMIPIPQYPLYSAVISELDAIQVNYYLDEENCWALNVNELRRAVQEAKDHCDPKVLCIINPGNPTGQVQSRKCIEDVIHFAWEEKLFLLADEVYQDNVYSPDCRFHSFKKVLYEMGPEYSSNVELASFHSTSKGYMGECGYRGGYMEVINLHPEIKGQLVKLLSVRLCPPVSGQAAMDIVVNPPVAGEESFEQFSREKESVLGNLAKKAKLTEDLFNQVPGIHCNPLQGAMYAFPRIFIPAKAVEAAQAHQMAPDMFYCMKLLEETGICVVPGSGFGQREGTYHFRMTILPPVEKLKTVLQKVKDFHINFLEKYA
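Fluorescence read-out: pyruvate from GPT2 turnover coupled to pyruvate oxidase, HRP and Amplex Red (0.2mM ThPP, 0.2U/mL PO and HRP, 50uM Amplex final). Substrates 250uM a-KG, 2mM L-alanine; enzyme 10ng/uL; 30 min RT.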
Luciferase inh: Photinus pyralis luciferase inhibition. Potency, µM (series often up to 115 µM), for the others: top-dose activity change, negative = inhibition, usual class: inhibitors. hit rate 2.5% among 76,000. P08659. AID 1347043. purified P. pyralis luciferase, luminescence, biochemical; further: potency means the concentration at half of the fitted maximal effect; nearly all actives have a fitted effect of over 65% in size
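Luminescence read by CCD imaging after purified firefly luciferase (10nM final) was added to substrate buffer holding 10uM D-luciferin and 10uM ATP, pH 7.5, pre-dosed with compound.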
3T3 cytotox: NIH 3T3 cell cytotoxicity | Potency, µM (highest dose often 96.7 µM), without a hit: at the highest dose activity change, negative = cytotoxicity, usual class: inhibitors | NIH 3T3 viability, CellTiter-Glo ATP luminescence, 48-72 h | hit rate 4.3% among 94,000 | AID 1345082; further: potency means the concentration at half of the fitted maximal effect; nearly all actives have a fitted effect of over 55% in size
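Cytotoxicity was measured by CellTiter-Glo ATP luminescence after 48 or 72 h compound exposure at 37 °C. Mouse NIH 3T3 fibroblasts were seeded at 400 cells/well and dosed by 23 nL pin transfer.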
HEK293 tox: kills HEK 293 cells. HEK 293 viability, ATP luminescence (CellTiter-Glo), 48-72 h. Potency, µM (doses to about 115 µM), for inactives: at the top dose activity change, negative = cytotoxicity, actives largely listed as inhibitors. hit rate 6.6% among 94,000; further: potency means the concentration at half of the fitted maximal effect; nearly all actives have a fitted effect of over 60% in size
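HEK 293 cells at 250 cells/well were exposed to compounds by pintool transfer for 48 or 72 hr at 37 degree Celsius, 5% CO2. Viability was read as ATP-coupled luminescence with CellTiter-Glo after 10 min at room temperature.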
HEK293 viab: reduces viability of HEK-293 SNCA reporter cells; Potency, µM (highest dose often 57.1 µM), for inactives: at the highest dose activity change, negative = cytotoxicity, actives largely listed as cytotoxic; HEK-293-SNCA-luc viability, GF-AFC fluorescence, 24 h; AID 1671193; hit rate 0.12% among 150,000;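 further: potency means the concentration at half of the fitted maximal effect; 0% = DMSO-treated cells and -100% = medium-only wells without cells; nearly all actives have a fitted effect of over 30% in size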
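Cytotoxicity counterscreen: after 24 h compound treatment of genome-edited SNCA-luciferase HEK-293 cells, live-cell protease substrate GF-AFC read by fluorescence after 30 min; activity scaled between DMSO (0%) and medium-only (-100%), curves Hill-fitted.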
IP6K1 inhibitor: IP6K1 kinase inhibition | Q92551 | hit rate 0.81% among 140,000 | AID 1645851 | IP6K1 kinase, ADP-Glo luminescence, 2 h; active compounds read low | activity change, % (series mostly up to about 58 µM); in the data active means activity change below about -25%
Target sequence (Q92551 whole entry, looked up): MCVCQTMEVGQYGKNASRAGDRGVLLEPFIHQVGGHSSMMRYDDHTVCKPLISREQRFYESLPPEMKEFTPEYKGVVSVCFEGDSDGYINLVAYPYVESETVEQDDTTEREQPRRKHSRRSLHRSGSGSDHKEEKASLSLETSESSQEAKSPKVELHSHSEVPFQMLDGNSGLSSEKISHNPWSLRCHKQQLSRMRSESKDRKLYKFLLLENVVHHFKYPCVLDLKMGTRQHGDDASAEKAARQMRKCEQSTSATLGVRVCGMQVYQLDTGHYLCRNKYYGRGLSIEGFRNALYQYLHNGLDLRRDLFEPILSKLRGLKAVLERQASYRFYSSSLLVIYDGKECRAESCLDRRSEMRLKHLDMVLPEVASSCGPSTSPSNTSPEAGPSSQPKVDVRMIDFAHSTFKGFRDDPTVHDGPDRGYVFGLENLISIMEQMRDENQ
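ADP-Glo luminescence measures ADP made by human IP6K1 during a 2 h RT reaction with ATP/IP6 (mix at 1.3 mM/130 uM); top library doses 57.5 and 19.1 uM final.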
SNCA expr inhib: SNCA gene expression inhibition. HEK-293 SNCA-luciferase knock-in, luminescence, 24 h. Potency, µM (highest dose often 57.2 µM), inactives show top-dose activity change, negative = inhibition, hits mostly inhibitors. hit rate 0.17% among 140,000;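 further: potency means the concentration at half of the fitted maximal effect; plate controls were DMSO cells for no effect and cell-free wells for full effect; nearly all actives have a fitted effect of over 45% in size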
* marks the source's active call; other numbers are inactive results; i = inactive; u = inconclusive; x = not tested or not shown; [ ] = another dose, or the depositor's remark. Unless noted, the call rests on the fitted dose curve; in most records, active means well fitted curve in the direction sought with a large enough effect; inconclusive means small, poorly fitted or top-dose-only effect, or another doubt; inactive means no such curve, though single readings can be large; an effect the other way counts as inactive or inconclusive. Unless noted, on the % scale 0 is the no-effect control and ±100 the full control effect. These rows are one share of the data; the hit share may differ from the screen's.

mol	GPT2 inh	Luciferase inh	3T3 cytotox	HEK293 tox	HEK293 viab	IP6K1 inhibitor	SNCA expr inhib
Cn1cc(CN2CCCC2c2ccccn2)c(-c2ccc(Oc3ccccc3)cc2)n1 (stereo not given)	-3%	0%	u	u	-20%	-1	u
COc1ccccc1-c1cc2c(ccn2C)c(C(=O)NCC2CCOCC2)n1	1%[88.5 µM]	-18%[172 µM]	u	u	-1%[87.6 µM]	-11	2%[87.6 µM]
COc1cc(Cl)c(C)cc1NC(=O)CC1Oc2ccccc2NC1=O (stereo not given)	x	x	x	x	-4%	-16	4%
CCn1cc(CN2CCn3c(nnc3[C@@H]3C[C@@H](O)CN3Cc3cccnc3)C2)c(C)n1	4%	0%	-25%	u	1%[12.5 µM]	18	-23%
O=C1NCCOCCN(C(=O)COc2ccccc2)[C@H]2CCC[C@@H]12	u	-13%	-7%	4%	5%	7	-7%
Cc1cc(C(=O)N2CCC(N3C[C@H](Oc4ccccc4)[C@@H]3c3ccncc3)CC2)n(C)n1	i	x	-15%	u	0%	12	22%
CCCSCCCNC(=O)CN1C(=O)CCn2nc(-c3cn(C)c4ccccc34)cc21	x	x	x	x	-19%	18	-10%
O=C(CCNS(=O)(=O)c1cccc2nsnc12)NCc1ccccc1	x	x	x	x	6%	-6	-18%
CCCCCn1c(CNC(=O)c2ccccc2)nc2ccccc21	x	x	x	x	-7%	-9	8%
CCn1cc(S(=O)(=O)N2CCC3(CC2)CC(OCCOC)CCO3)cn1 (stereo not given)	3%	-1%	0%	-6%	-10%[12.5 µM]	13	-26%
Cc1ccc2nc(NC(=O)CSc3ncc(C(=O)Nc4ccccc4)c(=O)n3C)sc2c1	x	x	x	x	-1%	-15	26%
Cc1ccc(OCC(=O)Nc2cccc(-c3nc4ccccc4o3)c2C)cc1C	x	x	x	x	-2%	7	u
COc1ccccc1N(CC(=O)N1CCC(C)CC1)S(=O)(=O)c1ccc(C)cc1	x	x	x	x	u	25	-6%
O[C@@H]1CCN(c2nccc(C3(c4ccccc4Cl)CCNCC3)n2)C1	i	-6%	-10%	-12%	-14%	16	12%
COc1cccc(N2C(=O)N(CC(=O)NCc3cccc(OC)c3OC)c3ccccc3S2(=O)=O)c1	x	x	x	x	-15%	13	11%
COCC1CN(C)CC12CCN(Cc1ccc(F)cc1F)CC2 (stereo not given)	-13%	0%	-17%	-27%	-7%	0	3%
Cn1c(CNC(=O)CCc2ccnc(N3CCCC3)c2)nc2ccccc21	i	-6%	-15%	-28%	7%	-3	-10%
C=C1CN(Cc2ccc(C(=O)Nc3ccccc3N)cc2)C(=O)c2ccccc21	i	x	x	x	-30%	-10	x
Cc1cc2nc(CO[C@H]3CN(Cc4ccccc4F)C[C@H]3F)[nH]c2cc1C	2%[88.5 µM]	u	u	u	-4%[87.6 µM]	5	-28%[87.6 µM]
CCOc1cc(=O)n2c(c1C(=O)Nc1cccc(OC)c1)CCCCC2	i	4%	i	-28%	-20%	-6	45%[activator]
CCOc1ccc(S(=O)(=O)NCC(c2ccco2)S(=O)(=O)c2ccc(C)cc2)cc1 (stereo not given)	x	x	x	x	-3%	-1	-24%
NC(=O)Cn1c(=O)n(CCCCCC(=O)NCc2ccc(F)cc2)c(=O)c2sccc21	x	x	x	x	5%	19	-15%
O=Cc1cccc(-c2cc(C(F)(F)F)ccc2Cl)c1	-14%[88.5 µM]	x	u	3%[172 µM]	4%[87.6 µM]	5	12%[87.6 µM]
Cc1nn(C)cc1CN(C)CC1(O)CCCN(Cc2cccc(F)c2F)C1=O (stereo not given)	u	-3%	-4%	-13%	11%	16	u
O=C(c1ccc(Cl)cc1)N1CC2(CCNC2)OCc2ccccc21 (stereo not given)	-7%	x	-22%	-26%	0%	-13	16%
CC(C)N[C@@H]1CC[C@@H]1NC(=O)c1ccc(C(F)(F)F)cc1C(F)(F)F	u	-7%	-27%	-11%	-15%	1	-7%
CN[C@@H](C)c1nc(C2CCOCC2)nn1CC1CCCCC1	-5%	-5%	3%	i	4%	9	-7%
COc1ccc(Cn2c(=O)c3oc4ccccc4c3n(CC(=O)Nc3cc(C)cc(C)c3)c2=O)cc1	x	x	x	x	2%	21	4%
Cc1cc(C(=O)N2CCCCCNC(=O)[C@H]3C[C@H](C(=O)N4CCc5ccccc5C4)C[C@H]32)n(C)n1	u	-9%	-27%	-3%	-2%	11	-19%
O=C(c1ccncc1)N1CCC2(CC1)CC(c1cccc(C(F)(F)F)c1)=NO2	x	x	-23%	89µM*	x	10	x
Cc1ccc(CNC(=O)N2CC[C@@H]3COC(=O)N(Cc4ccccc4)[C@@H]3C2)cc1	i	x	-31%	-14%	-3%	2	-8%
CCOC(=O)C1(Cc2ccccc2F)CCCN(C(=O)c2cccs2)C1 (stereo not given)	-16%	-4%	-27%	u	0%	3	48%[activator]
COc1ccccc1CN1C(=O)C(=O)c2cccc(C)c21	x	x	x	x	0%	1	-17%
Cc1nn(-c2ccccc2)c2c1C(C(C)C)N(C1CCN(C(=O)c3ccccn3)C1)C2=O (stereo not given)	x	x	-21%	45µM*	x	2	x
Cc1nc(CC2CCN(C(=O)c3ccsc3)CC2)n[nH]1	0%	2%	4%	i	9%	-5	-2%
c1ccc(-c2noc(CCNC3CCC4(CCNCC4)CC3)n2)nc1	i	1%	-8%	-12%	-13%	15	-18%
O=C1c2c(nc(CNCc3ccc4c(c3)OCO4)n2Cc2ccccc2)NCCN1Cc1ccccc1F	i	-10%	u	u	-27%	0	-23%
COc1ccc(-c2nc3sc(CCNC(=O)Cc4ccccc4)c(C)n3n2)cc1	x	x	x	x	-29%	5	146%[activator]
COC(=O)[C@@H](Cc1cccnc1)NC(=O)[C@H]1CN(C(C)=O)CCN1C(=O)N1CCOCC1	4%	0%	-2%	-4%	3%	-2	5%
CCNC(=O)N(C1CC1)C1CCOC2(CCN(C(=O)COc3ccc(F)cc3)CC2)C1 (stereo not given)	2%	-2%	-9%	-10%	5%	0	6%
CC(C)NC(=O)CCC[C@@H]1[C@H]2CCCN3CCC[C@@H](CN1C)[C@@H]23	-6%	4%	i	9%	-3%	3	-3%
COc1ccc(N2CC(NC(=O)C(=O)c3c(C)[nH]c4ccccc34)CC2=O)cc1 (stereo not given)	x	x	x	x	6%	-1	-8%
COC(=O)NCC(c1cccnc1)N1CCN(c2ccc(F)cc2)CC1 (stereo not given)	x	x	x	x	3%	-2	9%
COc1ccc(C2c3c(oc4ccccc4c3=O)C(=O)N2Cc2ccc3c(c2)OCO3)cc1 (stereo not given)	x	x	x	x	3%	8	-4%
COCC(=O)NC[C@@H]1C=C(C)[C@H](CC(=O)NCc2ccc(F)cc2)C[C@H]1C(C)C	u	-7%[172 µM]	u	u	-10%[87.6 µM]	-3	-13%[87.6 µM]
Clc1ccc(C(c2ccc(Cl)cc2)n2cc[n+](CC(OCc3ccc(Cl)cc3Cl)c3ccc(Cl)cc3Cl)c2)cc1 (stereo not given)	0%	x	x	x	-12%	x	u
COC(=O)c1ccc(CN2C(=O)[C@@H]3C[C@@H](O)CN3C3(CN(Cc4ccc(F)cc4)C3)C2=O)cc1	i	-2%	-18%	-1%	2%	-6	-12%
COc1ccc([C@@H](NC(=O)c2sc(C)nc2C)C2CC(O)C2)cn1 (stereo not given in full)	-16%[11.5 µM]	3%	1%	i	9%	15	0%
CC(C)C1=NOC2(CCN(C(=O)c3ccccc3F)CC2)C1	-21%[88.5 µM]	-14%[172 µM]	-24%[138 µM]	-18%[172 µM]	23%[87.6 µM]	6	-16%[87.6 µM]
Cc1ccccc1Cn1c(CN2CCCC(C)C2)nc2c1c(=O)n(C)c(=O)n2C (stereo not given)	x	x	x	x	8%	7	-11%

Filtered by structure, those above containing sulfur (12)
mol	GPT2 inh	Luciferase inh	3T3 cytotox	HEK293 tox	HEK293 viab	IP6K1 inhibitor	SNCA expr inhib
CCCSCCCNC(=O)CN1C(=O)CCn2nc(-c3cn(C)c4ccccc34)cc21	x	x	x	x	-19%	18	-10%
O=C(CCNS(=O)(=O)c1cccc2nsnc12)NCc1ccccc1	x	x	x	x	6%	-6	-18%
CCn1cc(S(=O)(=O)N2CCC3(CC2)CC(OCCOC)CCO3)cn1 (stereo not given)	3%	-1%	0%	-6%	-10%[12.5 µM]	13	-26%
Cc1ccc2nc(NC(=O)CSc3ncc(C(=O)Nc4ccccc4)c(=O)n3C)sc2c1	x	x	x	x	-1%	-15	26%
COc1ccccc1N(CC(=O)N1CCC(C)CC1)S(=O)(=O)c1ccc(C)cc1	x	x	x	x	u	25	-6%
COc1cccc(N2C(=O)N(CC(=O)NCc3cccc(OC)c3OC)c3ccccc3S2(=O)=O)c1	x	x	x	x	-15%	13	11%
CCOc1ccc(S(=O)(=O)NCC(c2ccco2)S(=O)(=O)c2ccc(C)cc2)cc1 (stereo not given)	x	x	x	x	-3%	-1	-24%
NC(=O)Cn1c(=O)n(CCCCCC(=O)NCc2ccc(F)cc2)c(=O)c2sccc21	x	x	x	x	5%	19	-15%
CCOC(=O)C1(Cc2ccccc2F)CCCN(C(=O)c2cccs2)C1 (stereo not given)	-16%	-4%	-27%	u	0%	3	48%[activator]
Cc1nc(CC2CCN(C(=O)c3ccsc3)CC2)n[nH]1	0%	2%	4%	i	9%	-5	-2%
COc1ccc(-c2nc3sc(CCNC(=O)Cc4ccccc4)c(C)n3n2)cc1	x	x	x	x	-29%	5	146%[activator]
COc1ccc([C@@H](NC(=O)c2sc(C)nc2C)C2CC(O)C2)cn1 (stereo not given in full)	-16%[11.5 µM]	3%	1%	i	9%	15	0%

Screening results deposited in PubChem BioAssay by National Center for Advancing Translational Sciences (NCATS).
